MBNL1-CUG inh: qHTS Assay for Inhibitors of MBNL1-poly(CUG) RNA binding; Potency, µM (highest dose often 57.5 µM), for inactives: at the highest dose activity change, negative = inhibition, hits mostly inhibitors; Muscleblind-like protein 1 (Homo sapiens), Q9NR56; TR-FRET MBNL1-His/biotin-(CUG)12 binding, 665/545 ratio; 0.036% of 280,000 active; active means well fitted inhibition curve with a large enough effect in the signal ratio, with a control signal flat, not every such curve was filed as active; inconclusive means small, poorly fitted or top-dose-only effect, or effect the other way, or a change in a side signal; inactive means no such curve, though single readings can be large or run the other way; the % refers to the signal ratio; further: potency means the concentration at half of the fitted maximal effect; on the % scale 0 is the no-effect control and ±100 the full control effect
Target sequence (Q9NR56 whole entry, looked up): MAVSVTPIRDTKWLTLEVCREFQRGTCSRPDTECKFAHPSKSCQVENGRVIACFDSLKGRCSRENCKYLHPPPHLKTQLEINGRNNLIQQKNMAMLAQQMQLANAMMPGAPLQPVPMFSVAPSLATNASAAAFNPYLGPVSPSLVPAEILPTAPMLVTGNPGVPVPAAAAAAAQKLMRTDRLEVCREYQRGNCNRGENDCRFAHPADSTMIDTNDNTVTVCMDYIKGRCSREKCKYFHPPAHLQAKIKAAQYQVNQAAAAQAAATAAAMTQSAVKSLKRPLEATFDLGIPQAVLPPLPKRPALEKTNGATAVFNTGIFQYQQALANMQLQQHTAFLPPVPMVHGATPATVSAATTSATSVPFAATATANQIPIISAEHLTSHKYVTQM
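Inhibition of protein-RNA binding appears as loss of TR-FRET between terbium anti-His antibody on MBNL1-His and streptavidin-XL665 on biotin-(CUG)12. Activity is normalized to buffer-only and uninhibited-complex controls.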
AT treatment: qHTS Assay for Identifying a Potential Treatment of Ataxia-Telangiectasia | […] A-T fibroblasts, KAP-1 phosphorylation AlphaLISA; neocarzinostatin DNA damage 30 min before lysis | Potency, µM (titrated, usually from 57.5 µM), without a hit: at the highest dose activation, most hits filed as activators | 0.19% of 320,000 active | AID 485349, 2010; further: potency means the concentration at half of the fitted maximal effect; % of control where 0% means no effect; nearly all actives have a fitted effect of over 45% in size
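ATM-like activity read as KAP-1 phosphorylation via AlphaLISA donor/acceptor antibody pairs after lysis and 6 hr at 25C. Cells were ATM-null patient fibroblasts ([…], hTERT), dosed 60 min, then exposed to the DSB inducer NCS for 30 min.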
KCNH2 WT inh: qHTS for Inhibitors of KCHN2 3.1: Wildtype qHTS | 0.37% of 340,000 active | AID 720551, 2013 | activity change, % at 1.84 µM | Voltage-gated inwardly rectifying potassium channel KCNH2 (Homo sapiens), Q12809 | U2OS, BacMam KCNH2, thallium flux FluxOr; active compounds read low;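 active means maximum activity change below -70%; inconclusive means maximum activity change between -70% and -50%; inactive means maximum activity change above -50%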; further: on the % scale 0 is the no-effect control and ±100 the full control effect
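U2OS cells were transduced with wild-type KCNH2 virus (2.03 x 10^8 / mL) for 4 h at room temperature, then cultured overnight at 37 C. Thallium flux was read with FluxOr dye. Rate constants were normalized to DMSO controls.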
KCNH2 3.1 block: qHTS for Inhibitors of KCHN2 3.1: Mutant qHTS; Potassium voltage-gated channel subfamily H member 2, brain isoform KCNH2 3.1 (human); U2OS KCNH2 3.1, thallium flux FluxOr; active compounds read low; activity change, % (tested at about 1.8 µM); 0.95% of 340,000 active; AID 720553, 2013;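 active means maximum activity change below -70%; inconclusive means maximum activity change from -70% to -50%; inactive means maximum activity change above -50%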;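 further: thallium influx rate constant from kinetic fluorescence after stimulation buffer; on the % scale 0 is the no-effect control and ±100 the full control effect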
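Channel expression came from 3.1 mutant virus (1.77 x 10^8 /mL) applied to suspended U2OS cells for 4 h. Flux was tracked with FluxOr dye plus Red40 quencher, and kinetic rate constants normalized to controls.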
GALK inhibitor: qHTS Assay for Inhibitors of Human Galactokinase (GALK) | P51570 | Purified GALK, Kinase-Glo residual ATP luminescence | Potency, µM (highest dose often 57.5 µM), for the others: top-dose activity change, negative = inhibition, hits mostly inhibitors | 0.007% of 270,000 active | AID 1868, 2009; further: potency means the concentration at half of the fitted maximal effect; on the % scale 0 is the no-effect control and ±100 the full control effect
Target sequence (P51570 whole entry, looked up): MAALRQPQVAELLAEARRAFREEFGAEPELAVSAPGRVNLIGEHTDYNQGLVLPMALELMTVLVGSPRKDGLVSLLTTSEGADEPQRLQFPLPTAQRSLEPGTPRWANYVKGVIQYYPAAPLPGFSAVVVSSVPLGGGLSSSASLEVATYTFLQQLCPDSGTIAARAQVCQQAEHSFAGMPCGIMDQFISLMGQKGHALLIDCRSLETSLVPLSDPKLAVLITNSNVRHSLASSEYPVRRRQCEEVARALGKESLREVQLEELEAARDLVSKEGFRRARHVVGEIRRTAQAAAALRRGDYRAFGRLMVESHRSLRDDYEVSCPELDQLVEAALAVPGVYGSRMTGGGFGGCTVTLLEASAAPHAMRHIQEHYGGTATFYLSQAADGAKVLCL
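Compounds were pin-transferred into ATP buffer (35 uM final), then GALK plus galactose (5 nM, 100 uM final) was added. After 1 h at room temperature, Kinase-Glo Plus was added and luminescence read after 10 min.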
CXXC DNA block: qHTS Fluorescence Polarization Assay for Inhibitors of MLL CXXC domain - DNA interaction; MLL-CXXC / FITC-HOXA9 DNA fluorescence polarization; Potency, µM (doses to about 115 µM), without a hit: at the top dose activity change, negative = inhibition, actives largely listed as inhibitors; 0.037% of 290,000 active; active means well fitted inhibition curve with a large enough effect in the polarisation, with a control signal flat, not every such curve was filed as active; inconclusive means small, poorly fitted or top-dose-only effect, or effect the other way, or a change in a side signal; inactive means no such curve, though single readings can be large or run the other way; the % refers to the polarisation; further: potency means the concentration at half of the fitted maximal effect
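Steps: dispense CXXC domain solution (7 uM) → pin compounds or unlabeled HOX-A9 DNA control → 5 min ambient → add FLSN-HOX-A9 solution (50 nM) → spin → 30 min ambient → fluorescence polarization. Tris pH 7.5/NaCl/DTT/BSA buffer.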
TRPV1 agonist: HTS Assay for Compounds that Act as Agonists of the Vanilloid Receptor 1; Transient receptor potential cation channel subfamily V member 1 (Homo sapiens), Q8NER1; TRPV1-expressing cells, Fluo-8 calcium influx, agonist mode; activation, % at 8.33 µM; 0.19% of 320,000 active; in the data active means activation above about 80%; inconclusive means between about 30% and that limit; further: 0% is about no effect
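Cells expressing TRPV1 were dye-loaded with Fluo-8 and read kinetically: 10 s baseline, 3 min after compound (agonist portion), then 2 min after EC20 capsaicin (allosteric enhancer portion). Calcium-bound dye fluorescence at 480/520 nm.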
S-ASM inh: Inhibitors of Secretory Acid Sphingomyelinase (S-ASM): qHTS. placental ASM, HMU-PC fluorogenic substrate, 60 min. Potency, µM (highest dose often 57.5 µM), for inactives: top-dose activity change, negative = inhibition, most hits filed as inhibitors. 0.006% of 340,000 active; further: potency means the concentration at half of the fitted maximal effect
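qHTS format. ASM enzyme prepared from human placenta hydrolyses the fluorogenic substrate HMU-PC0 (9 uM final) over 60 min at 37 °C after a 10 min compound preincubation.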
FBPA coupling cs: qHTS Assay for Inhibitors of Fructose-1,6-bisphosphate Aldolase from Giardia Lamblia: Coupling assay counterscreen | coupling enzyme system counterscreen, AmpLite Red fluorescence | activity change, negative = inhibition, % at 58.2 µM, hits read low | 0.67% of 290,000 active; in the data active means activity change below about -30%; further: on the % scale 0 is the no-effect control and ±100 the full control effect
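Coupling enzymes only (glyceraldehyde-3-phosphate) + compound, at 57.5 uM final, 10 min RT; add substrate/coupling/AmpLite Red mix, 20 min RT; fluorescence ex 525/em 598 nm. Actives flag coupling-system interference.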
a7 integrin act: qHTS for Activators of Integrin-Mediated Alleviation for Muscular Dystrophy | alpha7betagal myoblasts, beta-gal FDG fluorescence, 48 h | Potency, µM (highest dose often 38.3 µM), inactives show at the highest dose activation, hits mostly activators | 0.064% of 350,000 active | AID 624291, 2012;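 further: potency means the concentration at half of the fitted maximal effect; 100% = response of the positive control SU9516; nearly all actives have a fitted effect of over 60% in size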
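Alpha7betagal+/- myoblasts (passage 13) were plated 16-24 hr, then exposed to compounds (1:260 dilution of DMSO stock) for 48 hours at 37C. After MPER lysis, β-galactosidase reporter activity was read as FDG fluorescence (ex 480/em 540) after 30 minutes.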
The depositor's hits bear a star; i = inactive; u = inconclusive; x = no result given; [ ] = another dose, or the depositor's remark. Unless noted, the call rests on the fitted dose curve; in most records, active means well fitted curve in the direction sought with a large enough effect; inconclusive means small, poorly fitted or top-dose-only effect, or another doubt; inactive means no such curve, though single readings can be large; an effect the other way counts as inactive or inconclusive.

SMILES	MBNL1-CUG inh	AT treatment	KCNH2 WT inh	KCNH2 3.1 block	GALK inhibitor	CXXC DNA block	TRPV1 agonist	S-ASM inh	FBPA coupling cs	a7 integrin act
Cc1ccccc1NS(=O)(=O)c1ccc(C)c(NS(C)(=O)=O)c1C	-2.3%	-2.2%	-7.4	8.6	0.0%	13.4%	-3.3	-2.8%	1.6	-16.5%
CC1CC(C)(C)NC(=S)N1CCC(=O)NCc1ccc(Cl)cc1 (stereo not given)	-1.0%	-2.9%	-0.8	13.3	11.5%	14.0%	0.3	7.2%	1.8	-9.3%
COc1ccc(OC)c(NC(=O)CCCN2C(=O)C3C4C=CC(C4)C3C2=O)c1 (stereo not given)	6.1%	-1.5%	0.3	20.8	-0.4%	2.1%	1.2	-0.1%	1.7	10.3%
Cc1ccc(C(=O)Nc2nnc(C)s2)o1	-2.6%	-1.3%	8.5	10.3	-2.9%	8.1%	-1.3	2.5%	1.6	u
O=C(COC(=O)c1ncc(Cl)c(Cl)c1Cl)NC(=O)c1ccccc1	x	-1.3%	-0.9	-16.4	x	x	16.3	-2.4%	x	12.2%
O=C(NCCN1CCOCC1)Nc1cccc(Cl)c1	-6.5%	2.8%	2.6	5.0	-1.1%	11.1%	9.6	2.0%	-3.4	9.3%
CCN(CC)C(=O)[C@H]1CC(CC(=O)NCCCn2ccnc2)C(=O)N2CCc3c([nH]c4ccc(OC)cc34)[C@]12C (stereo not given in full)	x	-14.8%	10.1	-4.7	x	x	x	3.0%	x	7.2%
CCOc1ccccc1C(=O)NCC(=O)Nc1ccc2c(c1)OCO2	x	-0.6%	0.9	-6.6	x	x	0.4	7.0%	x	1.6%
CCOC(=O)c1cnc(-n2nc(C)cc2C)nc1Oc1ccccc1F	1.4%	7.6%	1.0	10.3	x	35.8%[activator]	26.8	-1.2%	-17.4	-8.8%
COc1ccc2nc(CCN(C)C(=O)C3CCC(=O)N(Cc4cccc(F)c4)C3)[nH]c2c1 (stereo not given)	2.6%	0.7%	6.7	-3.8	1.3%	3.6%	0.9	-1.1%	2.4	-14.4%
CN(C)c1ccc(/C=N/NC(=O)c2cc(-c3ccc4c(c3)OCO4)n[nH]2)cc1	x	-5.4%	-0.5	-2.1	0.3%	2.8%	0.5	151.1%[activator]	0.7	-7.1%
O=C(N/N=C/c1ccc(O)cc1O)c1ccncc1	18.9%	-6.5%	3.1	10.7	x	-7.7%	15.3	-0.2%	0.1	-21.8%
Cc1cccc(C(=O)OCC(=O)NC(=O)c2ccccc2)c1O	x	16.0%	2.0	12.3	x	x	-4.4	0.9%	x	5.4%
COCCNC(=S)N1CCN(c2nc(-c3ccc(Cl)cc3)cs2)CC1	9.1%	6.0%	-9.4	6.0	x	-10.9%	18.4	-12.9%	-0.8	-18.0%
C=CCN1C(=O)/C(=C/c2cccs2)S/C1=N\S(=O)(=O)c1ccc(F)cc1	u	2.2%	3.3	-16.2	1.7%	-0.6%	4.7	-0.3%	-0.5	10.0%
COc1cc2c(cc1OC)[C@@H](NC(=O)C(C)C)[C@H](OCc1ccccc1)C2	x	11.1%	6.8	-3.3	x	x	x	1.4%	x	0.7%
CCCSc1n[nH]c(NC(C)=O)n1	-3.3%	-4.1%	-9.8	0.3	1.7%	2.7%	x	-1.7%	0.3	-2.3%
COc1ccc(N2CCN(CCCn3c(=S)[nH]c4ccccc4c3=O)CC2)cc1	-0.6%	10.8%	-118.0*	-79.6*	4.3%	11.5%	24.8	3.2%	0.5	5.0%
Cc1ccc2c(c1)N(C(=O)CCC(=O)N1CCN(c3ccccn3)CC1)CCO2	-3.4%	0.1%	-16.8	5.3	x	x	0.1	0.0%	1.1	16.4%
Cc1cccc(C(=O)Nc2nnc(S(=O)(=O)N(C)Cc3ccco3)s2)c1	6.9%	-4.6%	6.3	3.7	-4.8%	-4.6%	2.7	-0.2%	x	0.0%
COc1ccc(S(=O)(=O)NCc2ccccn2)cc1Br	-6.9%	-0.9%	-15.8	-13.3	5.1%	12.9%	7.8	3.0%	-0.1	-9.0%
N#CCCN(Cc1cccs1)C(=O)Nc1ccccc1	-12.3%	-10.5%	-3.9	-17.2	3.8%	-10.6%	0.0	1.3%	3.2	-9.2%
COc1cc2nc(N3CCN(c4cc(C)ccc4C)CC3)nc(N)c2cc1OC	-7.3%	-12.5%	-4.3	-14.1	-1.3%	27.1%	2.5	-7.6%	-3.4	-59.4%[inhibitor]
CC(=O)c1c(C)n(CC(=O)NCc2ccc3c(c2)OCO3)c2ccccc12	-6.1%	5.8%	-22.6	-6.7	0.2%	29.2%	-1.0	3.0%	-2.5	-39.8%
O=S(=O)(Nc1ccc(Br)cc1)c1cccc(NC(=S)NCCN2CCOCC2)c1	-1.8%	7.9%	-2.1	-3.2	0.9%	26.6%	0.0	1.1%	-0.6	-18.2%
COc1cccc(NS(=O)(=O)c2ccc(OC)c(OC)c2)c1	-5.8%	10.3%	-10.2	-6.3	3.6%	-4.8%	-2.5	2.3%	-6.2	-33.3%
CCOC(=O)c1c(-c2ccc(F)cc2)csc1NC(=O)c1c(-c2ccccc2)noc1C	-4.1%	-1.3%	-9.8	5.2	-2.1%	13.1%	2.2	-3.4%	0.8	16.6%
Cc1nn2c(-n3ccnc3)c3c(nc2c1-c1ccccc1)CCC3	9.8%	1.4%	-13.2	-3.9	7.3%	-1.7%	-0.1	-3.0%	3.2	-3.4%
COc1ccccc1-c1noc(CCC(=O)NC2CCCCC2)n1	-8.3%	3.2%	-7.4	1.1	-1.8%	22.8%	-1.9	5.0%	x	-4.5%
CC1(C)CC(=O)C(C(c2ccco2)C2C(=O)CC(C)(C)CC2=O)C(=O)C1	2.7%	-2.2%	8.1	-0.4	-2.2%	-7.3%	2.0	-0.9%	0.4	6.9%
CCCCOC(=O)Nc1nnc(CCc2ccccc2)s1	-1.2%	0.2%	-3.3	-7.3	-4.8%	11.3%	3.5	240.2%[activator]	-0.2	-7.5%
Cc1nc2ncnn2c(C)c1CCC(=O)Oc1ccccc1	-4.7%	4.7%	0.9	0.3	-2.3%	-1.9%	-2.3	-0.3%	3.7	2.5%
CC(C)(C)NC(=S)NCc1ccco1	-0.4%	-1.0%	-18.8	-15.8	x	-2.8%	3.5	4.4%	-28.5	1.4%
COc1cc(/C=C(\C#N)c2nc3ccccc3[nH]2)cc(OC)c1O	u	-7.6%	0.5	-9.6	3.1%	u	u	-25.5%	-0.7	-25.1%
Cc1cccc(NS(=O)(=O)c2ccc(NC(=O)CN(c3cc([N+](=O)[O-])ccc3C)S(C)(=O)=O)cc2)c1	4.8%	-5.1%	-11.1	-11.8	x	-1.3%	-0.2	-5.2%	-3.9	-51.0%[inhibitor]
CN(C)CC/C=C1\c2ccccc2CSc2ccccc21	x	1.8%	3.3	-1.4	x	-7.6%[51.4 µM]	-1.0	0.2%	0.6	x
CN(c1ccccc1)c1nc(N)c([N+](=O)[O-])c(Nc2ccccc2)n1	13.0%	-2.9%	-1.5	-11.5	x	53.7%[activator]	-0.4	-22.7%	1.0	10.0%
O=C(c1ccc2ccccc2c1)N1CCCC1	10.1%	-8.8%	-4.1	10.2	x	-0.6%	-0.3	2.6%	0.3	3.3%
O=C(NCCc1ccc(Cl)cc1Cl)c1ccc2nc[nH]c2c1	-4.8%	5.2%	2.2	5.0	-2.3%	-6.2%	1.0	-2.0%	x	-1.8%
CSCCC(NS(=O)(=O)c1c(Cl)cccc1Cl)C(=O)O (stereo not given)	2.5%	-1.7%	-17.9	-12.3	0.3%	4.6%	1.4	3.5%	0.7	28.0%
O=C(CS(=O)(=O)c1ccccc1)Nc1nnc(C(F)(F)F)s1	-5.9%	8.9%	-8.5	-6.3	-0.5%	-18.9%	1.9	-0.8%	-10.3	-6.8%
Cc1cc(=O)oc2c(CN3CCOCC3)c(O)ccc12	x	x	14.7	-12.8	x	x	x	i	x	-12.7%
C/C(=N\N=C\c1ccccc1)c1nnn(-c2nonc2N)c1C	-12.1%	3.4%	-1.6	2.9	-1.3%	15.5%	6.0	-1.7%	-0.2	17.2%

Screening results as filed in PubChem.
